# Compound activity deposited in PubChem by National Center for Advancing Translational Sciences (NCATS).
# Pf growth 96h = P. falciparum growth inhibition at 96 hour, primary screen for plastid delayed-death inhibitors; P. falciparum luciferase reporter growth, 96 h; Potency, µM (series often up to 28.7 µM), for the others: at the top dose activity change, negative = inhibition, most hits filed as inhibitors; 320,000 tested, 6.9% active; AID 504834; also: potency is read from the fitted curve at half-maximal effect; % is scaled to controls: 0 for no effect and ±100 for the full control effect
#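 P. falciparum expressing integrated firefly luciferase grown in erythrocytes (2% hematocrit, 0.05% parasitemia final) with compounds for 96 hours at 37 C, 5% CO2. Growth inhibition read as loss of luminescence after adding luciferase detection reagent.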
# Pf growth 48h = P. falciparum growth inhibition at 48 hours (one generation) | P. falciparum luciferase growth in erythrocytes, 48 h | Potency, µM (doses to about 28.7 µM), for the others: at the top dose activity change, negative = inhibition, hits mostly inhibitors | 310,000 tested, 5.9% active | AID 504832; also: potency is read from the fitted curve at half-maximal effect; % is scaled to controls: 0 for no effect and ±100 for the full control effect
#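 Firefly luciferase activity from engineered P. falciparum reports growth; inhibitors lower the luminescent signal. Cultures contained 2% hematocrit erythrocytes at 0.1% final parasitemia.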
# LmPK inh = blocks Leishmania mexicana pyruvate kinase activity; Q27686; Potency, µM (doses to about 57.5 µM), inactives show at the top dose activity change, negative = inhibition, most hits filed as inhibitors; 290,000 tested, 0.37% active; purified LmPK, Kinase-Glo ATP luminescence, 1 h; AID 1721; also: potency is read from the fitted curve at half-maximal effect; % is scaled to controls: 0 for no effect and ±100 for the full control effect
# Target sequence (Q27686 whole entry, looked up): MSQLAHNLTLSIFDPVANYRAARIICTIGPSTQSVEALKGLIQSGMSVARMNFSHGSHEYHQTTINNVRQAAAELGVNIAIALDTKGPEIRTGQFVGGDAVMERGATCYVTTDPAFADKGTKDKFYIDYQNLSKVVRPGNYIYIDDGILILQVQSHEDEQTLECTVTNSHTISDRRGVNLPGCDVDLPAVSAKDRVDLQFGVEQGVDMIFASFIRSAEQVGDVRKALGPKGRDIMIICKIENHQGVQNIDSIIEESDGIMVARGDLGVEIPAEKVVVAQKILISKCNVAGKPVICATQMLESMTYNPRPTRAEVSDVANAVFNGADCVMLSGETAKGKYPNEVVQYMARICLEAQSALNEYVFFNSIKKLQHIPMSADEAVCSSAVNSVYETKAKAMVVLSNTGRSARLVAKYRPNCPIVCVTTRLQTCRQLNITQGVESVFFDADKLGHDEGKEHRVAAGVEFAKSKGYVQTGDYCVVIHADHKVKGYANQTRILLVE
#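 ATP generated from ADP (0.1 mM) and PEP (0.5 mM) by 0.1 nM LmPK over 1 h at room temperature (pH 7.2 imidazole buffer) was detected by coupled luciferase luminescence. Values were normalized to uninhibited and no-enzyme wells.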
# HCV inh = HCV inhibition. Huh7.5.1 HCVcc-Cre infection, luciferase reporter, 44 h. Potency, µM (highest dose often 41.8 µM), for the others: at the top dose activity change, negative = inhibition, hits mostly inhibitors. 340,000 tested, 3.4% active. AID 651820; also: potency is read from the fitted curve at half-maximal effect; % is scaled to controls: 0 for no effect and ±100 for the full control effect
#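 Luciferase read-out (15 sec integration) after a 15 min room-temperature substrate step quantifies HCVcc-Cre infection. Cells, 1,000 per well, had compound added 4 h post-plating, then virus at ~0.5 moi, and were cultured 44 h.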
# TbPYK inhibitor = blocks Trypanosoma brucei pyruvate kinase; Q57TT1; TbPYK enzyme, Kinase-Glo Plus ATP luminescence, 45 min; Potency, µM (highest dose often 76.8 µM), inactives show top-dose activity, negative = inhibition, hits mostly inhibitors; 410,000 tested, 0.12% active; also: potency is read from the fitted curve at half-maximal effect; % is scaled to controls: 0 for no effect and ±100 for the full control effect; nearly all actives have a fitted effect of over 50% in size
#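 Screened from lowest to highest concentration, compounds were pinned into TbPYK/substrate mixtures, and ADP (130 uM final) was added. Plates sat at room temperature for 45 min prior to Kinase-Glo Plus detection by luminescence.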
# CHX counter = affects cycloheximide protein synthesis inhibition readout, counter-screen. cell reporter, cycloheximide protein synthesis inhibition counterscreen. max response, %. 300,000 tested, 12% active. AID 2314; in the data active = max response mostly above about 13%, no sharp cut-off; inactive = mostly below about 14%; also: read at 38.3 µM for the half of the compounds with a filed dose; 0% is about no effect
# Shiga inhibitor = blocks Shiga toxin action in Vero cells; Vero cells, Shiga toxin protein synthesis inhibition reporter; inhibition, % at 38.7 µM; 290,000 tested, 9.2% active; AID 2315; in the data active = inhibition mostly above about 28%, no sharp cut-off; inactive = mostly below about 43%; also: 0% is about no effect
# An asterisk follows results filed as active; u = inconclusive; x = not tested or not shown; & = joins results of further samples; [ ] = dose if it differs, or a comment. Unless noted, calls follow the shape of the dose curve; as a rule, active = well fitted curve in the direction sought with a large enough effect; inconclusive = small, poorly fitted or top-dose-only effect, or another doubt; inactive = no such curve, though single readings can be large; an effect the other way counts as inactive or inconclusive.
SMILES,Pf growth 96h,Pf growth 48h,LmPK inh,HCV inh,TbPYK inhibitor,CHX counter,Shiga inhibitor
CCc1nc(NC(=O)Cc2csc(C)n2)sc1C(=O)OC,6%,0%,5%,-30%,4%,26,12
CCN(CC)CCN(C(=O)c1ccc([N+](=O)[O-])cc1)c1nc2c(OC)cccc2s1,u,-12%,-3%,-8%,-18%,-6,5
O=C(c1ccccc1F)N1CCN(c2cnn(-c3cccc(Cl)c3)c(=O)c2Cl)CC1,u,25%[5.75 µM],3%,u,-14%,9,13
CCn1ncc(/C=N\NC(=O)c2csc3ccccc23)c1C,0%,9%,-2%,u,1%,12,53*
Cc1ccc(S(=O)(=O)N2CCN(C(=O)COC(=O)Cc3cccc(C(F)(F)F)c3)CC2)c(C)c1,5%,-1%,x,u,3%,x,x
COc1ccccc1C(=O)NC(=O)CSc1nncn1C,19%,u,x,9%,-8%,x,x
CCOC(=O)c1sc2nc(CC(=O)OC)nc(NCc3ccc(F)cc3)c2c1C,u,u,6%,u,-6%,-2,21
O=C(Cc1ccc(Br)cc1)Nc1ccc2[nH]ncc2c1,7%,47%[activator],1%,-25%,2%,-1,x
Cc1ccc(-n2nc3c(N4CCC(C(=O)NCCc5ccccc5C)CC4)nnc(C)c3c2C)cc1,31%[activator],u,-2%,7.9µM*,4%&0%,12,9
CN(/N=C/c1ccc([N+](=O)[O-])o1)c1ccccc1,3%,12%,-11%,-6%,-4%,33*,42
O=S(=O)(Nc1ccc(Cc2ccncc2)cc1)c1cccs1,24%,2%,-1%,u,-9%,-3,2
CN(C)[C@H]1C(=O)C(C(N)=O)=C(O)[C@]2(O)C(=O)C3=C(O)c4c(O)cccc4[C@@](C)(O)[C@H]3C[C@@H]12,0.72µM*,5.7µM*,x,x,-2%[33.2 µM],x,x
COc1ccc(NC(=O)c2cccc(NC(=O)c3ccccc3)c2)c(OC)c1,10µM*,-25%,-4%,-24%,-4%,-1,-2
CN(C)C(=O)Oc1cc(=O)n2c3c(cccc13)CCC2,u,-7%,3%,13%,-2%,-5,12
COc1ccccc1CNC(=O)COc1cc2c(c3oc(=O)cc(C)c13)CCC(C)(C)O2,3.7µM*,u,-8%,3.5µM*,2%,-3,-4

# Results in Pf growth 48h (2 entries from above):
canonical_smiles | Pf growth 48h
O=C(c1ccccc1F)N1CCN(c2cnn(-c3cccc(Cl)c3)c(=O)c2Cl)CC1 | 25%[5.75 µM]
CCn1ncc(/C=N\NC(=O)c2csc3ccccc23)c1C | 9%

# Full records, looked up by structure. Order of values: Pf growth 96h | Pf growth 48h | LmPK inh | HCV inh | TbPYK inhibitor | CHX counter | Shiga inhibitor
# CCc1nc(NC(=O)Cc2csc(C)n2)sc1C(=O)OC is entered as 6% | 0% | 5% | -30% | 4% | 26 | 12
# O=C(c1ccccc1F)N1CCN(c2cnn(-c3cccc(Cl)c3)c(=O)c2Cl)CC1 is entered as u | 25%[5.75 µM] | 3% | u | -14% | 9 | 13
# CN(C)C(=O)Oc1cc(=O)n2c3c(cccc13)CCC2 is entered as u | -7% | 3% | 13% | -2% | -5 | 12
# COc1ccccc1CNC(=O)COc1cc2c(c3oc(=O)cc(C)c13)CCC(C)(C)O2 is entered as 3.7µM* | u | -8% | 3.5µM* | 2% | -3 | -4
# CCn1ncc(/C=N\NC(=O)c2csc3ccccc23)c1C is entered as 0% | 9% | -2% | u | 1% | 12 | 53*

# (continued)
SMILES,Pf growth 96h,Pf growth 48h,LmPK inh,HCV inh,TbPYK inhibitor,CHX counter,Shiga inhibitor
CN(C(=O)CC1C(=O)NCCN1Cc1ccc(F)c(F)c1)C1CCCCC1 (configuration not stated),u,-3%,-11%,9%,-8%,-2,18
CCn1cc(/C=N\NC(=O)c2ccc3c(c2)c(C)c(C)n3Cc2ccccc2)c(C)n1,10µM*,x,2%,-45%,-3%,2,-7
COc1ccc(NC(=O)N2CCN(C(=O)C3CCCO3)CC2)cc1 (configuration not stated),12%,61%[activator],-1%,7%,-15%,3,20
O=C(c1cc2ccccc2o1)N1CCN(c2cccc(C(F)(F)F)c2)CC1,u,8%,-3%,19%,-1%,-4,-16
Cc1csc2nc(O)c(C(=O)NCc3ccc4c(c3)OCO4)c(=O)n12,-21%,u,x,u,5%,x,x
O=C(Nc1cccc2nsnc12)c1cccnc1,14%,10%,-1%,33%[activator],-12%,-2,-9
N#CC(C#N)=Cc1cc(O)c(O)c(O)c1,11µM*,7.6µM*,x,x,-26%,x,x
CCC(C)c1ccccc1NC(=O)c1cc(C)no1 (configuration not stated),15%,26%,0%,2%,10%,-4,-9
CC(C)c1ccc(NC(=S)NCCc2c[nH]c3ccccc23)cc1,-100%,u,4%,u,-9%,-2,18
O=C1Nc2ccccc2N(O)N1c1cc(-c2ccccc2Cl)no1,82%[activator],x,-5%,18%,-4%,1,9
CCCOc1ccc(/C=N/Nc2cc(N3CCOCC3)ncn2)c(O)c1,-6%,2.1µM*,0%,u,-2%,-1,-3
CC(=O)N(C)C1=C(O)c2ccccc2C(=O)C1=O,u,4%,-7%,29%,-4%,-5,18
CCCNC(=S)Nc1ccc(S(N)(=O)=O)cc1,33%[activator],41%[activator],3%,17%,2%,-2,-7
CCCCCCN(C(=O)CCCCCN1C(=O)NC(c2ccc(-c3ccccc3)cc2)C(C(=O)OCc2ccccc2)=C1C)C(C(=O)NCCCC)c1ccccn1 (configuration not stated),2.3µM*,2.9µM*,0%,x,x,-3,-5
O=C(NC1CCCCC1)C1CCN(S(=O)(=O)c2cccc3cccnc23)CC1,2%,x,5%,9%,-9%,-1,18
Cc1ccc2nc(NC(=O)c3ccccn3)sc2c1,u,7%,-25%,u,-15%,-7,-11
O=C(c1ccc(-n2cncn2)c([N+](=O)[O-])c1)N1CCN(S(=O)(=O)c2ccccc2F)CC1,11%,u,x,4%,-12%,x,x
Cc1cc(SCc2sc(-c3ccc(C(F)(F)F)c(F)c3)nc2C)ccc1OCC(=O)O,x,x,x,x,1%,15,-10
CN(CC(=O)Nn1cnnc1)S(=O)(=O)c1cc(Cl)ccc1Cl,5%,11%,-1%,5%,-2%,0,-2
CCn1cc(C(=O)NCCCN2CCCC(C)C2)c(=O)c2cc(S(=O)(=O)N3CCOCC3)ccc21 (configuration not stated),1%,u,7%,19%,-5%,-2,-5
O=c1[nH]c(=O)n([C@H]2C[C@H](O)[C@@H](CO)O2)cc1C(F)(F)F,u,-16%,-1%,u,-5%,-2,11
NC(=S)NNC(=O)c1cccc(Br)c1,39%[activator],-17%,7%,x,x,14,-4
Cc1cccc(OCc2n[nH]c(=S)n2C2CCCCC2)c1,307%[activator],4%,18µM*,-2%,13µM*,1,-5
CCCC(NC(=O)c1ccccc1)c1nc2ccccc2n1Cc1ccc(C(=O)OC)o1 (configuration not stated),8.3µM*,13µM*,0%,18%&-15%,-2%,-2,-10
CCOC(=O)C1(CCc2ccccc2)CCN(C(=O)Cc2nonc2C)CC1,u,-18%,-5%,-21%,-3%,14*,63*
CCSc1ncc(Cl)c(C(=O)Nc2ccccc2C)n1,31%[activator],5%,4%,5%,-4%,1,1
Cc1ccc(NC2c3ncccc3C(=O)N2Cc2ccc(F)cc2)cc1 (configuration not stated),0%,2%,4%,-14%,-10%,-2,-20
O=c1c2oc3ccccc3c2[nH]c(=S)n1-c1ccccc1,49%[activator],30%,-7%,23%,-31%,1,14
O=c1c2cccnc2n(-c2ccccc2)n1Cc1c(Cl)cccc1Cl,u,x,-10%,10%,1%,8,-1
CCOC(=O)c1c(C)[nH]c(-c2csc(N)n2)c1C,u,2.9µM*,-25%,u,-1%,12,30

# Some of the entries so far, with each value named.
> O=c1c2oc3ccccc3c2[nH]c(=S)n1-c1ccccc1
- Pf growth 96h: 49%[activator]
- Pf growth 48h: 30%
- LmPK inh: -7%
- HCV inh: 23%
- TbPYK inhibitor: -31%
- CHX counter: 1
- Shiga inhibitor: 14

> NC(=S)NNC(=O)c1cccc(Br)c1
- Pf growth 96h: 39%[activator]
- Pf growth 48h: -17%
- LmPK inh: 7%
- HCV inh: x
- TbPYK inhibitor: x
- CHX counter: 14
- Shiga inhibitor: -4

> CCOC(=O)C1(CCc2ccccc2)CCN(C(=O)Cc2nonc2C)CC1
- Pf growth 96h: u
- Pf growth 48h: -18%
- LmPK inh: -5%
- HCV inh: -21%
- TbPYK inhibitor: -3%
- CHX counter: 14*
- Shiga inhibitor: 63*

> CCOC(=O)c1c(C)[nH]c(-c2csc(N)n2)c1C
- Pf growth 96h: u
- Pf growth 48h: 2.9µM*
- LmPK inh: -25%
- HCV inh: u
- TbPYK inhibitor: -1%
- CHX counter: 12
- Shiga inhibitor: 30

# The listing continues.
SMILES,Pf growth 96h,Pf growth 48h,LmPK inh,HCV inh,TbPYK inhibitor,CHX counter,Shiga inhibitor
COc1cccc(/C=C/C(=O)OCC(=O)Nc2ccc(Cl)cn2)c1,17%,13%,11%,x,x,-2,-4
O=c1c2ccccc2nc2n1CC/C2=C\c1ccccc1[N+](=O)[O-],48%[activator],41%[activator],-2%,x,x,-2,58
CCCCOC(=O)C1=C(N)OC2=C(C(=O)CC(C)(C)C2)[C@]12C(=O)N(C)c1ccccc12,9%,u,-4%,0%,0%,4,-1
O=C(Nc1ccc(Cl)cc1)Nc1nnc(CSCc2ccccc2Cl)s1,u,u,1%,u,-4%,-10,-11
COc1cc(C(=O)NC2CCN(Cc3nnnn3Cc3ccc(F)cc3)CC2)cc(OC)c1OC,38%[activator],41%[activator],0%,-15%,-3%,-3,4
Cc1ccc(Sc2cnc(N)nc2C)cc1,18%,-25%,1%,1%,3%,-2,-3
COc1ccc(OC)c(-c2nc(C(=O)NCCCN3CCOCC3)cc3c2[nH]c2ccccc23)c1,2.9µM*,2.3µM*,-4%,u,2%,-3,-4
CCCc1cc(C(=O)Cc2ccccn2)c(O)cc1O,0%,1%,3%,3%,-9%,-2,-4
O=C(CSc1ccccn1)Nc1ccc(NC(=O)CSc2ccccn2)cc1,-3%,-11%,-2%,0%,-4%,1,-6
Nc1nc2c(nc(SCc3ccccc3Br)n2C2OC(CO)C(O)C2O)c(=O)[nH]1 (configuration not stated),11%,6%,3%,-1%,-10%,-8,-16
Fc1ccc(N/N=C2/CCSc3sccc32)c(F)c1,0%,63%[activator],1%,9%,-8%,15*,28*
COC(=O)C(NNc1ccccc1)(NC(=O)c1cccc(F)c1)C(F)(F)F (configuration not stated),x,9%,9%,-22%,-1%,19,42
Cc1c(S(=O)(=O)c2ccccn2)c(N)n(Cc2cccc(Cl)c2)c1C,u,u,-1%,-7%,0%,1,-6
CCCCn1c(=O)c(-[n+]2ccccc2)c([O-])c2ccccc21,-5%,x,6%,14%,3%,1,-9
C=CCNC(=S)/N=c1/scc(C)n1C,35%[activator],54%[activator],-2%,0%,1%,19*,24
CCCc1cc(=O)[nH]c(N2CCN(Cc3ccc4c(c3)OCO4)CC2)n1,26%,5%,4%,6%,1%,-2,-2
CCOC(=O)C1C(=O)C=C(c2ccc(NS(C)(=O)=O)cc2)CC1c1ccco1 (configuration not stated),u,u,-1%,12%,-2%,3,12
O=C(O)c1ccc(N/N=C/c2ccc(-c3ccccc3)cc2)cc1,398%[activator],286%[activator],3%[11.5 µM],u,-16%,27*,100
